Compound activity as filed in PubChem.
CBFb-RUNX1 inh: CBF-beta/RUNX1 interaction disruption | AID 1477 | Potency, µM (highest dose often 59.8 µM), for the others: top-dose activity, negative = inhibition, hits mostly inhibitors | AlphaScreen CBFb-His/RUNX1-biotin binding, biochemical | 230,000 tested, under 10 active | Q01196+Q13951; also: % of control where 0% means no effect
Target sequence (Q01196 whole entry, looked up): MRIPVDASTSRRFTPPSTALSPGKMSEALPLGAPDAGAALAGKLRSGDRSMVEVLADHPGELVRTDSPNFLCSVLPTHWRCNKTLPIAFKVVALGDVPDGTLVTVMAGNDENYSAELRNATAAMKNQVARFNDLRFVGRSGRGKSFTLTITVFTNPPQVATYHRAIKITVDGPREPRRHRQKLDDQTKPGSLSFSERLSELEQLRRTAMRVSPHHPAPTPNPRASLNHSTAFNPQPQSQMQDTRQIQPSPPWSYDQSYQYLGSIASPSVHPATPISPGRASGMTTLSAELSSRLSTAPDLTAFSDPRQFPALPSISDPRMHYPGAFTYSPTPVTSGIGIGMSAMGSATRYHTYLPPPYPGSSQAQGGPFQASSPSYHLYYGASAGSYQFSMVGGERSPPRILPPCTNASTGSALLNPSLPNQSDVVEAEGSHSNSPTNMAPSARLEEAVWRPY
Target sequence (Q13951 whole entry, looked up): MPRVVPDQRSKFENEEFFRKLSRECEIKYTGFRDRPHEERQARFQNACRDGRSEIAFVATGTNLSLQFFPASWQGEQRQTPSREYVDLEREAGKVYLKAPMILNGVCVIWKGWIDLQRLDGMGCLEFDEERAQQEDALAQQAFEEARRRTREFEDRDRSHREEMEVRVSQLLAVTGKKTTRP
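Proteins preincubated together for 20 min at RT before compound addition; 15 min later, nickel and streptavidin beads were added and left 90 min prior to AlphaScreen measurement.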
NPSR antagonist: neuropeptide S receptor (human) antagonism, cAMP; Q6W5P4; CHO-NPSR cells, cAMP TR-FRET, antagonist mode; Potency, µM (doses to about 38.3 µM), for the others: top-dose activity change, negative = inhibition, hits mostly inhibitors; 1% of 220,000 active; AID 1461; also: potency is read from the fitted curve at half-maximal effect; % is scaled to controls: 0 for no effect and ±100 for the full control effect; nearly all actives have a fitted effect of over 50% in size; many of its hits are not listed in these tables
Target sequence (Q6W5P4 whole entry, looked up): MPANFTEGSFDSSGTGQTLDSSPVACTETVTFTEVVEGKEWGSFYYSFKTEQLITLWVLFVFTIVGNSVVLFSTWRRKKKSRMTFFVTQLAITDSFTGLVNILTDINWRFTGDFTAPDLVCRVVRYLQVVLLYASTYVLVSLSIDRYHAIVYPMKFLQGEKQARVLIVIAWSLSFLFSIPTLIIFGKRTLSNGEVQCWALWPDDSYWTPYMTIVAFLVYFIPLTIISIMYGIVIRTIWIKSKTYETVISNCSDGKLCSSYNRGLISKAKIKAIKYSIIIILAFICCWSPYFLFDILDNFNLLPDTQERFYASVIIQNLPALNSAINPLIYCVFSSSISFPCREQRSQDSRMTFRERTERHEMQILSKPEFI
KinaseGlo FLuc: Kinase-Glo luciferase inhibition (counter-screen) | Q27757 | Kinase-Glo luciferase, ATP luminescence, 8 min | Potency, µM (doses to about 38.3 µM), for the others: top-dose activity change, negative = inhibition, most hits filed as inhibitors | 0.28% of 200,000 active; also: potency is read from the fitted curve at half-maximal effect; % is scaled to controls: 0 for no effect and ±100 for the full control effect; nearly all actives have a fitted effect of over 60% in size
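Substrate mix (final 50 mM imidazole pH 7.2, 50 mM KCl, 7 mM MgCl2, 10 uM ATP, 0.01% Tween 20, 0.05% BSA) plus pin-tool compound, then Kinase-Glo detection mix; 8 min ambient, luminescence read.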
Epigenetic derep: regulators of epigenetic silencing causing reporter derepression in mouse cells; murine LDR cells, GFP reporter derepression, 30 h; Potency, µM (top dose mostly 53.9 µM), without a hit: at the highest dose GFP activation, most hits filed as activators; 0.2% of 280,000 active; AID 1865; also: potency is read from the fitted curve at half-maximal effect; % of control where 0% means no effect; nearly all actives have a fitted effect of over 60% in size
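In this reporter-derepression format, murine cells bearing a silenced integrated CMV-GFP locus incubate with test compound (30 h, 37 C), then are washed and imaged; fluorescent objects of 20–120 um count as induced cells.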
IMPase Li inh: cell-permeable IMPase inhibitors with lithium potentiation | 0.35% of 210,000 active | AID 1457 | Potency, µM (highest dose often 59.4 µM), for the others: top-dose activity, negative = IMPase inhibition, hits mostly inhibitors | CHO-M1 cells, IP1 TR-FRET (IP-One), carbachol + lithium;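 also: IP1 builds up when IMPase is blocked and the TR-FRET signal falls; potency is read from the fitted curve at half-maximal effect; plate controls were basal vehicle for no effect and high inhibitor control for full effect; nearly all actives have a fitted effect of over 50% in size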
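Test compounds were applied to CHO-M1 cells previously cultured for 16–30 h at 2000 per well. A small lithium amount accompanied them; after 30 min at 37C, IP1 was quantified by TR-FRET.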
Lamin A splicing: changes lamin A minigene splicing in HeLa cells; HeLa LMNA splicing GFP/RFP minigene ratio, 48 h; Potency, µM (top dose mostly 46.1 µM), inactives show at the highest dose ratio change, negative = inhibition, most hits filed as inhibitors; 0.01% of 200,000 active; AID 1487; active = well fitted inhibition curve with a large enough effect in the signal ratio, with a control signal flat, not every such curve was filed as active; inconclusive = small, poorly fitted or top-dose-only effect, or effect the other way, or a change in a side signal; the % refers to the signal ratio; also: potency is read from the fitted curve at half-maximal effect; % is scaled to controls: 0 for no effect and ±100 for the full control effect
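S3 HeLa cells stably expressing lamin A-EGFP splicing minigene plus DsRed2, 600 cells/well, 48 h compound exposure at 37C. Laser-scanning cytometry; analysed as GFP (500-530 nm)/RFP (575-640 nm) total intensity ratio; 0.5% DMSO vehicle.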
HttQ103 aggreg: mutant huntingtin aggregation inhibition; PC12 HttQ103-GFP aggregates, Acumen cytometry, 40 h; Potency, µM (series often up to 46.1 µM), for the others: at the top dose activity change, negative = inhibition, most hits filed as inhibitors; 1.1% of 220,000 active; AID 1688; also: potency is read from the fitted curve at half-maximal effect; % is scaled to controls: 0 for no effect and ±100 for the full control effect; nearly all actives have a fitted effect of over 60% in size
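Inducible Q103 Huntingtin exon 1–GFP PC12 line, 1500 cells/well in phenol red free DMEM with 5% equine and 5% calf serum. Tebufenozide 100 nM induced expression; compounds titrated; aggregates quantified by cytometry.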
The depositor's hits bear a star; ? = inconclusive; · = no result given; & = joins results of further samples; [ ] = another dose, or the depositor's remark. Unless noted, calls follow the shape of the dose curve; as a rule, active = well fitted curve in the direction sought with a large enough effect; inconclusive = small, poorly fitted or top-dose-only effect, or another doubt; inactive = no such curve, though single readings can be large; an effect the other way counts as inactive or inconclusive.

Start of the listing, in advance (two entries):
SMILES	CBFb-RUNX1 inh	NPSR antagonist	KinaseGlo FLuc	Epigenetic derep	IMPase Li inh	Lamin A splicing	HttQ103 aggreg
CCC(Oc1ccccc1)C(=O)NCc1cccnc1 (stereo not drawn)	7%	15%[46.1 µM]	0%	1.6%	8%[38.3 µM]	3%	-3%
CSCCC(NC(=O)COc1ccccc1)C(=O)O (stereo not drawn)	3%	12%	1%	-2.5%	2%	·	18%

The whole of this part, from the start:
SMILES	CBFb-RUNX1 inh	NPSR antagonist	KinaseGlo FLuc	Epigenetic derep	IMPase Li inh	Lamin A splicing	HttQ103 aggreg
CCC(Oc1ccccc1)C(=O)NCc1cccnc1 (stereo not drawn)	7%	15%[46.1 µM]	0%	1.6%	8%[38.3 µM]	3%	-3%
CSCCC(NC(=O)COc1ccccc1)C(=O)O (stereo not drawn)	3%	12%	1%	-2.5%	2%	·	18%
O=C(Nc1nc2ccccc2s1)c1cc(-c2ccco2)nc2ccccc12	-5%	-8%	-4%	0.0%	11%	?	-2%
COc1ccc(Cn2c3nc4ccccc4nc3c3c(=O)n(Cc4ccco4)c(C)nc32)cc1	-6%	-25%[46.1 µM]	-1%	?	19%[38.3 µM]	?	?
COc1cc(OC)cc(C(=O)N=c2sc3ccccc3n2C)c1	5%	?	-10%	1.5%	?	-2%[46 µM]	-5%
Oc1[nH]c2ccccc2c1N=Nc1ncnc2c1oc1ccccc12	2%	6%	·	?	·	·	-14%[9.22 µM]
COc1ccc(/C=N/NC(=O)c2cccc([N+](=O)[O-])c2)cc1OS(=O)(=O)c1ccc(C)cc1	3%	-15%[46.1 µM]	6%	-4.4%	7%[38.3 µM]	17%	-29%
COc1ccc2c(c1OC)C(=O)N(c1ccc(C)c(C)c1)C2=O	-2%	-9%[46.1 µM]	-2%	-11%	4%	-5%	-16%
NS(=O)(=O)c1cc(Cl)c(Cl)c(S(N)(=O)=O)c1	-5%[21.7 µM]	·	-2%[17.1 µM]	-0.3%[16.9 µM]	1%	?	19%[20.6 µM]
CCOC(=O)C(C)CC(C)C(=O)N1CCOCCN(C(=O)C(C)CC(C)C(=O)OCC)CCOCC1 (stereo not drawn)	5%	-7%[46.1 µM]	-1%	0.0%	3%[38.3 µM]	13%	-1%
Cc1cccc(N(Cc2cc3ccccc3[nH]c2=O)S(=O)(=O)c2ccccc2)c1	-7%	-28%	1%	0.1%	9%	-2%	5%
Cc1ccc(C(=O)Nn2cnc3scc(-c4cccs4)c3c2=O)c(O)c1	-9%	-8%[46.1 µM]	-3%	2.8%	29%[38.3 µM]	-20%	-1%
O=C(NCc1cccc(Br)c1)C1CC(c2ccccc2C(F)(F)F)=NO1 (stereo not drawn)	27%	-6%	·	1.6%	·	·	-5%[9.22 µM]
Cc1ccc(NC(=O)CN2C(=O)/C(=C3\SC(=S)N(C4CCS(=O)(=O)C4)C3=O)c3ccccc32)cc1 (stereo not drawn)	-4%	14%	-1%	0.0%	1%	-6%	1%
O=C(CS(=O)(=O)c1ccccc1)Nc1nc(-c2ccc(F)cc2)cs1	-4%	4%	4%	-1.5%	-8%	·	-4%
COc1ccc(N2CCN(Cc3ccc(Br)s3)CC2)cc1	·	-16%[46.1 µM]	-5%	-3.8%	26%[38.3 µM]	-4%	?
COc1ccc(N2CCN(c3ccc(C(N)=O)cc3[N+](=O)[O-])CC2)cc1	-23%	2%	4%	-1.6%	3%	-23%[46 µM]	-15%
Cc1ccc2cc(COC(=O)C3CCCO3)c(=O)[nH]c2c1 (stereo not drawn)	-2%	?	-1%	0.0%	-3%[38.3 µM]	?	5%
CC(=O)n1cc(N(C(=O)CCl)c2ccc(Cl)cc2)c2ccccc21	3%	?	·	0.1%	·	·	-28%[9.22 µM]
CC(=O)Nc1ccc(NC(=O)C(OC(=O)c2ccccc2)C(OC(=O)c2ccccc2)C(=O)O)cc1 (stereo not drawn)	11%	-13%	-2%	0.0%	4%	-3%[46 µM]	-1%[9.22 µM]
COC(=O)C1CCN(C(=O)Cc2ccc(Br)cc2)CC1	2%	-7%[46.1 µM]	-1%	-1.1%	20%[38.3 µM]	10%	?
O=C1CN(C(=O)c2cc3ccccc3oc2=O)C(c2ccc(F)cc2)c2cc(Br)ccc2N1 (stereo not drawn)	0%[2.36 µM]	-20%	0%	3.1%	11%	0%	1%
CC(C)c1ccc(N2C(=O)CC(Sc3nc4ccccc4o3)C2=O)cc1 (stereo not drawn)	3%	-25%[46.1 µM]	-6%	2.1%	2%[38.3 µM]	?	3.5µM*
Cc1ccc(C)c(SCC(=O)OCC(=O)Nc2ncc(C(F)(F)F)cc2Cl)c1	1%	-4%[46.1 µM]	0%	0.0%	-2%	-14%	-4%
Cc1ccc(S(=O)(=O)Cc2sc3ccccc3[n+]2C)cc1	-8%	-22%[46.1 µM]	-3%	-2.7%	19%[38.3 µM]	9%	-21%

Two compounds from above, showing only Epigenetic derep and Lamin A splicing:
Structure	Epigenetic derep	Lamin A splicing
Cc1ccc(C)c(SCC(=O)OCC(=O)Nc2ncc(C(F)(F)F)cc2Cl)c1	0.0%	-14%
Cc1ccc(S(=O)(=O)Cc2sc3ccccc3[n+]2C)cc1	-2.7%	9%

(listing goes on)
SMILES	CBFb-RUNX1 inh	NPSR antagonist	KinaseGlo FLuc	Epigenetic derep	IMPase Li inh	Lamin A splicing	HttQ103 aggreg
COC(=O)c1c(NC(=O)c2c(Cl)cnn2C)sc(C)c1C	3%	37%	-2%	-3.3%	-20%	-3%[46 µM]	-3%[9.22 µM]
Cc1cc(C(=O)NCc2ccc(F)cc2)n(-c2ccccc2)n1	3%	3%	·	0.0%	·	·	-6%[9.22 µM]
NC1=NC2CS(=O)(=O)CC2S1 (stereo not drawn)	-1%	26%	-2%	1.1%	-9%	-5%	6%
O=C(CCN1C(=O)/C(=C\c2ccccc2)SC1=S)NNC(=O)c1ccncc1	-1%	-4%[7.67 µM]	·	-1.1%	·	·	26%[9.22 µM]
Cn1c(=O)c2[nH]c(C3CCCC3)nc2n(C)c1=O	-4%&8%&3%	0%[46.1 µM]	-1%&-6%	0.0%&1.6%&1.3%	7%&0%&5%	?	·
Cc1nc2sc(C(=O)c3ccccc3)c(N)c2c(C)c1C	10%	-47%	0%	?	0%	?	-5%
COc1ccc(C2CC(c3ccccc3)=NN2c2ccccc2)c(C(=O)O)c1OC (stereo not drawn)	23%	-29%	1%	-5.3%	-13%	-17%[46 µM]	-3%
O=C(O)CC(NNC(=O)c1ccccc1)C(=O)Nc1ccc([N+](=O)[O-])cc1 (stereo not drawn)	-4%	13%	·	-0.5%	·	·	6%[9.22 µM]
Cc1ccc(C)c(S(=O)(=O)N2CCCOC2CNC(=O)C(=O)NCc2ccncc2)c1 (stereo not drawn)	-6%	7%	6%	-1.3%	-2%	·	-5%
CC1CCN(S(=O)(=O)c2ccc3nc(-c4ccccn4)cc(C(=O)NCCN(C)Cc4ccccc4)c3c2)CC1	-7%	-13%	1%	-1.8%	-1%	·	?
COCCNC(=O)C(=O)NNC(=O)c1ccccc1OC	-17%	-19%	0%	0.0%	-5%	·	0%[9.22 µM]
CCC/C(O)=C1\C(=O)CCCC1=NCCc1c(C)[nH]c2ccc(OC)cc12	-14%	-21%	6%	-0.1%	15%	·	2%
CCOC(=O)c1[nH]c(C)c(C(=O)N(C)C)c1C	5%	-6%[46.1 µM]	-3%	-1.1%	17%[38.3 µM]	14%	0%
CCOc1ccc(N(CC(=O)Nc2cc(C)ccc2C)S(=O)(=O)c2c(C)[nH]c(=O)[nH]c2=O)cc1	18%	-5%	·	0.0%&0.0%	·	·	-20%[9.22 µM]
Cn1cccc1/C=C1\SC(=S)N(CC(=O)O)C1=O	-6%	-10%	-3%	-1.5%	13%	2%	-5%
O=CN1CCN(C2CC(=O)N(c3ccc(Br)cc3)C2=O)CC1 (stereo not drawn)	-3%	9%[46.1 µM]	-5%	-0.7%	0%[38.3 µM]	11%	32%
COc1ccc(N(C(=O)C2CCCCC2)C2C=CS(=O)(=O)C2)c(OC)c1 (stereo not drawn)	5%	-4%[46.1 µM]	2%	0.0%	27%[38.3 µM]	3%	-14%
O=[N+]([O-])c1ccc(C(O)CN=Cc2ccc(O)cc2O)cc1 (stereo not drawn)	-10%	-26%	-2%	0.0%	9%	-17%[46 µM]	·
CCOC(=O)c1ccc(NC(=O)c2cn(-c3ccccc3)nc2-c2ccncc2)cc1	11%	-29%[46.1 µM]	6%	?	53%[activator][38.3 µM]	6%	-2%
COc1cc(/C=N/NC(=O)CCN2CCCCC2)ccc1O	5%	2%	2%	1.0%	5%	?	-6%[9.22 µM]
COc1ccc(C)cc1S(=O)(=O)N(CC(=O)O)c1ccccc1	7%	-6%[46.1 µM]	5%	0.0%	-9%[38.3 µM]	3%	-9%
COc1ccc(NC(=O)COC(=O)c2ccc(N3CCCC3=O)cc2)cc1OC	-3%	2%[46.1 µM]	-2%	-1.2%	6%[38.3 µM]	3%	7%
COCCn1c(SCC(=O)Nc2ccccc2OC)nc2ccccc21	4%	-15%	3%	1.7%	17%	-20%[46 µM]	16%
Cc1[nH]c2ccccc2c1/C=N/NC(=O)CCC(=O)Nc1ccccc1	1%	8%	-6%	-0.1%	5%	2%[46 µM]	-12%[9.22 µM]
COc1ccc(N=Cc2cccc(C)c2O)cc1Cl	4%	18%	-3%	-1.0%	0%	-6%	6%
COc1cc(-c2[nH]ncc2CN2CCN(Cc3cccs3)CC2)cc(OC)c1OC	9%	-5%	·	-0.7%	·	·	26%

Part of the list above, in CSV form:
SMILES,CBFb-RUNX1 inh,NPSR antagonist,KinaseGlo FLuc,Epigenetic derep,IMPase Li inh,Lamin A splicing,HttQ103 aggreg
O=[N+]([O-])c1ccc(C(O)CN=Cc2ccc(O)cc2O)cc1 (stereo not drawn),-10%,-26%,-2%,0.0%,9%,-17%[46 µM],·
CCOC(=O)c1ccc(NC(=O)c2cn(-c3ccccc3)nc2-c2ccncc2)cc1,11%,-29%[46.1 µM],6%,?,53%[activator][38.3 µM],6%,-2%
COc1cc(/C=N/NC(=O)CCN2CCCCC2)ccc1O,5%,2%,2%,1.0%,5%,?,-6%[9.22 µM]

This is a subset; the hit share may differ from the screen's.
